Assay outcomes from PubChem.
hcGAS lum – inhibitors of human cGAS | Q8N884 | recombinant h-cGAS, ATP depletion, Kinase-Glo luminescence | inhibition, % at 12.5 µM | 0.081% of 290,000 active;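 also: 0% = vehicle reaction and 100% = reaction without DNA for no activity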
Target sequence (Q8N884 whole entry, looked up): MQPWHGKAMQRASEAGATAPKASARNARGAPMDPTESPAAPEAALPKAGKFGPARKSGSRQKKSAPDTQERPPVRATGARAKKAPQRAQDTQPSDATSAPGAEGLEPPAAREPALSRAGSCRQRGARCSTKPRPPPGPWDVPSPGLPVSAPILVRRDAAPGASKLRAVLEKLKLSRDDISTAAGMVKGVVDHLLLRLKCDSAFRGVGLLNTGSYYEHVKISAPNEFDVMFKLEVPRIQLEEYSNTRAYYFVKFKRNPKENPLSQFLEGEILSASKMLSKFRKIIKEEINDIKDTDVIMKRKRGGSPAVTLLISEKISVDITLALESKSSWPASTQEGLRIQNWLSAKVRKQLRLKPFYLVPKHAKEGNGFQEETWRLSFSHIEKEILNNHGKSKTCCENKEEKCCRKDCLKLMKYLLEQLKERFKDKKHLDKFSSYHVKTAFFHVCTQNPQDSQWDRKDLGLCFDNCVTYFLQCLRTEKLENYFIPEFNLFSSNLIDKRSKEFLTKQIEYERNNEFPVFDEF
NPYLR7 ag – activates Aedes aegypti NPYLR7 receptor; HEK293T NPYLR7/Galpha15, GCaMP6s calcium fluorescence; activation, % at 10 µM; 0.15% of 270,000 active; AID 1259423; in the data active = activation above about 40%;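 also: 0% = vehicle and 100% = reference agonist at the receptor; some compounds past the cut are filed as inactive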
mcGAS lum – inhibitors of mouse cGAS. AID 1259399. recombinant cGAS, Kinase-Glo ATP depletion luminescence. 0.15% of 160,000 active. inhibition, % at 12.5 µM;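 also: 0% = negative control wells and 100% = reference inhibitor with no enzyme activity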
Active calls of the source: *; . = not tested or not shown; & = joins results of further samples. Rule as the data show it, unless noted: active = inhibition above about 40%; inactive = the rest.

Molecule,hcGAS lum,NPYLR7 ag,mcGAS lum
Cc1ccccc1C(C)NC(=O)c1ccc(OCc2nccn2C)cc1 (stereo not given),-8,2,.
CC(=O)Nc1ccc(Cl)c(C(=O)N2CC=C(c3ccc(F)cc3)CC2)c1,-1,-4,.
COCCN(Cc1ccc(OS(C)(=O)=O)cc1)C(=O)c1ccc(Br)cc1,-1,.,0
O=C1NCCN(Cc2ccc(F)c(F)c2)C1CC(=O)N1CCN(C2CCCCC2)C(=O)C1 (stereo not given),1,5,.
Cc1cn(Cc2ccccc2C(=O)NCCN(C)C)c(=NC(=O)c2ccco2)s1,0,5,.
COc1ccc(-n2nc(-c3ccccc3)cc2NC(=O)CN(CC(C)C)C(=O)c2ccc([N+](=O)[O-])cc2)cc1,-4,1,-3
COc1ccc(-n2c(SCc3ccc(C)cc3)nc3c(c2=O)SCC3)cc1,18,4,3
COCc1cc(C)nc(N/N=C\c2cc(N=Nc3ccccc3)ccc2O)c1C#N,-1,-9,-4
COC(=O)C1(NC(=O)c2cc(OC)cc(OC)c2)CCCCC1,-8,1,.
O=C(CC1COC(=O)C1)Nc1ccc(NCc2ccccc2)c(Cl)c1 (stereo not given),-8,-2,.
CNC(=S)NCCc1cc2c(OC)ccc(OC)c2[nH]c1=O,5,10,.
O=C(Cn1cnc2c(nnn2-c2ccccc2)c1=O)N1CCCc2ccccc21,-4,8,.

(continued)
Molecule,hcGAS lum,NPYLR7 ag,mcGAS lum
COc1ccc(Br)cc1CN(C)C(=O)NCCc1ccccc1F,4,0,.
CCC(C)NS(=O)(=O)C1CCOC1 (stereo not given),-4,-5,.
C=CCn1c(=NC(=O)c2ccc(OC)c(OC)c2)sc2cccc(OC)c21,-6,1,-7
O=C(CSc1nc2[nH]ncc2c(=O)[nH]1)Nc1ccc([N+](=O)[O-])cc1,3,-2,.
Cc1ccc(C)n1-c1sc2c(c1C#N)CCCC2,-6,-1,-6
Cn1cccc1C(=O)NCCNS(=O)(=O)c1cc(Cl)cc(Cl)c1,-6,-3,.
CCOC(=O)c1ccc(NC(=O)Nc2ccc(N3CCCC3)c(C(=O)N3CCCC3)c2)cc1,-6,15,-5
COc1ccc(CCNC(=O)CC(c2ccc(C(C)(C)C)cc2)c2c[nH]c3ccccc23)cc1OC (stereo not given),-5,.,-6
CCC(Sc1nnc(C)s1)C(=O)Nc1ccc(C(C)=O)cc1 (stereo not given),-8,7,.
Clc1ccc(-c2nc(SCC3CCCO3)n[nH]2)cc1 (stereo not given),-5,18,.
CCOc1ccc(-c2nc3ccc(Cl)cn3c2NC2CCCCC2)cc1,7,-6,-9
Cc1ccc(CNC(=O)Cn2cnc3c([nH]c4ccc(Br)cc43)c2=O)cc1,-7,.,-7

(further entries)
Molecule,hcGAS lum,NPYLR7 ag,mcGAS lum
O=c1c(Cl)c(N2CCN(C3CCS(=O)(=O)C3)CC2)cnn1-c1ccccc1 (stereo not given),-8,6,.
Cc1ccccc1C(=O)O/N=C1/C(=O)c2ccccc2-c2ccccc21,-5,3,.
CCCCc1nc(C)c(C(=O)N2CCN(Cc3ccc4c(c3)OCCO4)CC2)s1,-3,-2,.
CN(Cc1nccs1)C(=O)c1cc(CN2CCCC(O)C2)on1 (stereo not given),-9,1,-12
O=c1cccnn1CCNS(=O)(=O)/C=C\c1ccccc1,-12,1,.
Cc1ccc(Nc2ccccc2NS(=O)(=O)N(C)C)cc1,-6,13,.
N#CCCNC(=O)c1cc(-c2ccc3c(c2)OCO3)nc2ccccc12,-5,14,-8
O=c1[nH]nc(Cc2ccncc2)n1Cc1ccccc1F,2,3,.
CC(SCc1cccc(F)c1)C(=O)Nc1ccccc1F (stereo not given),2,-2,.
CN(C)C(CNC(=O)c1cccc2ccccc12)c1ccccc1 (stereo not given),-8,0,-8
Cn1c(=O)oc2cc(S(=O)(=O)NC3CCCC3)ccc21,-4,9,-3
CCOC(=O)/C(C#N)=C1/C=CN(Cc2ccccc2)C=N1,-3,-8,.

The list goes on:
Molecule,hcGAS lum,NPYLR7 ag,mcGAS lum
Cc1cc(C(=O)N(CCCN2CCOCC2)c2nc3c(C)ccc(Cl)c3s2)on1,-3,2,.
CC(C)(C)c1nccc(N2CCCC3(CNC(=O)C3)C2)n1 (stereo not given),-7&-2,-25&5,.
O=C(CC1CC2CCC1C2)Nc1nc(-c2cccnc2)cs1 (stereo not given),-7,4,.
COCCCN(Cc1ccc(C(=O)OC)o1)Cc1cccs1,4,-7,.
CCC1CSC(=NCCOC)N1Cc1ccc(Cl)cc1Cl (stereo not given),0,11,.
COc1cccc(NC(=O)N(CC(=O)Nc2cc(C(C)(C)C)nn2-c2ccc(C)cc2C)Cc2ccco2)c1,-5,7,-5
COc1ccc(CCN(C)C2CCCN(c3ncnc4[nH]ccc34)C2)cc1OC (stereo not given),-3,17,.
COc1cc(C(=O)Nc2ccc(-c3onc4c3CCCC4)cc2)cc(Cl)n1,-2,3,-6
COc1ccc(O)c(C2=NCCN=C(C(F)(F)C(F)F)C2)c1,-9,11,.
COc1ccc(C(=O)Oc2cccc3cccnc23)cc1[N+](=O)[O-],-3,-8,-6
CCN(CC)C(=O)c1ccc(Cl)c(NC(=O)COc2ccccc2O)c1,3,-9,3
O=C(NC1C=CS(=O)(=O)C1)c1cn[nH]c1-c1cccc(F)c1 (stereo not given),0,-1,.

(more compounds)
Molecule,hcGAS lum,NPYLR7 ag,mcGAS lum
O=C(CC1CC2CCC1C2)N1CCN(Cc2ccc3c(c2)OCO3)CC1 (stereo not given),2,5,.
Cc1noc(C(C)NC(=O)c2cccnc2SC/C=C/c2ccccc2)n1 (stereo not given),-5,-3,-10
CCOC(=O)[C@@H]1CN(C(=O)c2cc(C)oc2C)[C@H]2c3cccc(F)c3O[C@@H]12,-4,-1,-7
Cc1noc(C)c1CNC(=O)CSC(C)c1ccc(F)cc1 (stereo not given),-2,6,.
C=C1C2OC(OC(=O)CC(C)C)C3C1CC(OC(C)=O)C3(CCl)O2 (stereo not given),-9,-9,-8
CC(C)c1nccn1CCCNC(=O)c1ccc(-c2ccc3cc[nH]c3c2)nc1,-1,5,.
CCOc1ccccc1CN(C(=O)c1cc(C2CC2)[nH]n1)C1CC1,-3,1,-11
COc1cc(C)nc(N2CCCC(C(=O)NCC3CCCO3)C2)n1 (stereo not given),-9,.,-6
Cc1cccc2oc(CNC(=O)C(c3cccc(F)c3)N(C)C)nc12 (stereo not given),-3,-4,.
CCCCCCCCN=Cc1sc(=S)[nH]c1O,-1,4,.
O=C(c1ccc(CSc2ccc(C(F)(F)F)cn2)cc1)N1C2CCC1CC(Oc1cccc(C(F)(F)F)c1)C2 (stereo not given),-20,11,-8
CNC(=O)CSc1nnc(N2CCN(C(=O)c3cc4ccccc4oc3=O)CC2)s1,7,-13,-2

(cont.)
Molecule,hcGAS lum,NPYLR7 ag,mcGAS lum
CCOC(=O)N1CCN(c2nc(Nc3ccc(C)cc3C)c3nccnc3n2)CC1,-4,3,.
CCCS(=O)(=O)NCC(C)CC(C)O (stereo not given),-4,0,.
COCCCN(Cc1cccn1Cc1cccc(C(F)(F)F)c1)C(=O)Nc1ccccc1C(F)(F)F,1,-1,-4
COc1ccc(S(=O)(=O)Nc2cc(-c3cn4nc(OC)ccc4n3)ccc2OC)cc1,0,-6,-5
O=C(CC1CC2CCC1C2)NCCc1cc(F)cc(F)c1 (stereo not given),-14,12,.
Cc1oc(C)c(C(=O)O)c1C,-4,3,.
Cc1csc(N2CCCC2)n1,-8,-4,.
O=S(=O)(NCCC1=CCCCC1)c1cccc2nonc12,3,-1,.
CC(Oc1cccc(Cl)c1)C(=O)N1CCOC(COc2cccc(C(F)(F)F)c2)C1 (stereo not given),-5,28,.
O=c1ccc(-c2ccc(F)cc2)nn1CCCNS(=O)(=O)c1cccnc1,-5,4,.
CC(C)C1CN(C(=O)c2cncc(Cl)c2)CCCN1Cc1ccc(F)cc1 (stereo not given),-3,2,.
Cc1cc2c(cc1C)N=C(C(F)(F)F)CC(c1cccs1)=N2,-6,-1,-4

Next compounds.
Molecule,hcGAS lum,NPYLR7 ag,mcGAS lum
Cc1nc(NCC(C(C)C)N(C)C)c2nc(C)oc2n1 (stereo not given),0,17,-8
OCC1(CCOc2ccccc2)CCN(Cc2cc3ccccc3s2)CC1,-6,1,.
CCOC(=O)c1cnc2cc(C(F)(F)F)ccc2c1Nc1ccc(S(=O)(=O)N(C)C)cc1,-8,7,-9
CN(C(=O)CC1C(=O)NCCN1CCCc1ccccc1)C1CCCCC1 (stereo not given),-3,1,-4
O=C(CCc1cn2ccccc2n1)NC1CCCN(CCc2ccccc2)C1 (stereo not given),-9,3,.
CCc1c(C)cc(C(=O)N2CCNCC2C(=O)NC2CC2)c(=O)n1C (stereo not given),2,-3,0
Cc1cc(C)c(S(=O)(=O)NC(C)(C)C)c(C)c1N(C)S(C)(=O)=O,-2,5,.
COc1cc(CN2CCC(C(=O)NC(c3ccccc3)c3ncccc3C)CC2)cc(OC)c1 (stereo not given),-3,8,-3
COc1ccccc1C(=O)Nc1cccc(NC(=O)CC2CCC(=O)N2)c1 (stereo not given),1,10,.
O=C(c1cccc(F)c1)N(Cc1cccnc1)Cc1nccn1Cc1ccccc1Cl,1,6,-5
O=S(=O)(Nc1cc2c(cc1Cl)OCCO2)c1ccccc1C(F)(F)F,2,-5,.
COc1ccc(-n2c(SCCCCC(=O)N3CCN(C(=O)c4ccc(C(F)(F)F)cc4)C(C)C3)nnc2-c2ccccc2)cc1 (stereo not given),-13,18,-5

(list continues)
Molecule,hcGAS lum,NPYLR7 ag,mcGAS lum
Cc1cc(C(=O)NCCc2cn3nc(C)sc3n2)c(C)o1,-4,22,.
CCCC(=O)OCC(O)CN(CCc1nc(-c2ccc(Br)cc2)no1)Cc1ccco1 (stereo not given),-9,6,-4
CS(=O)(=O)c1cccc(C(=O)NCc2cc(F)ccc2Br)c1,-11,12,.
CC(C)(C)c1oc(C(N)=O)cc1CN1CCOC(Cc2ccccc2)C1 (stereo not given),-8,6,.
CC(=O)OC(C(=O)N1CCC(n2c(=O)oc3c(C)cc(C)cc32)CC1)c1ccccc1 (stereo not given),-7,23,-8
CC(C)(C)c1ccc(C2SCC(=O)N2CCC(=O)Nc2cccc(F)c2)cc1 (stereo not given),-1,1,-2
O=C(Cc1csc(N2CCNC2=O)n1)N1CCC2CCCCC2C1 (stereo not given),-5,17,.
O=C(c1cc(-c2ccccc2)nc2ccccc12)N1CCC(O)(C(F)(F)F)C1 (stereo not given),5,-2,.
Cc1ccccc1CSc1nnc(C(C)NC(=O)COc2ccc(Cl)cc2)n1-c1ccc(Cl)cc1Cl (stereo not given),-2,16,-4
CCC(C(=O)N1CCn2c(nnc2C(=O)NC(C)C)C1)c1ccccc1 (stereo not given),4,2,.
c1sc2c(c1CN1CCOCC1)CCCC2,-6,2,.
Cn1c(-c2nc3ccccc3[nH]c2=O)nc2ccccc21,1,-1,.

Taken from above:
Value for CCOC(=O)N1CCN(c2nc(Nc3ccc(C)cc3C)c3nccnc3n2)CC1 under hcGAS lum: -4
Value for COc1ccccc1C(=O)Nc1cccc(NC(=O)CC2CCC(=O)N2)c1 (stereo not given) under NPYLR7 ag: 10
Value for O=C(c1cc(-c2ccccc2)nc2ccccc12)N1CCC(O)(C(F)(F)F)C1 (stereo not given) under hcGAS lum: 5
Value for C=C1C2OC(OC(=O)CC(C)C)C3C1CC(OC(C)=O)C3(CCl)O2 (stereo not given) under NPYLR7 ag: -9
Value for Cc1ccc(C)n1-c1sc2c(c1C#N)CCCC2 under mcGAS lum: -6

Full records, quoted from the list. Values in the order: hcGAS lum, NPYLR7 ag, mcGAS lum
Cc1ccccc1CSc1nnc(C(C)NC(=O)COc2ccc(Cl)cc2)n1-c1ccc(Cl)cc1Cl (stereo not given) as listed: -2, 16, -4
CC(C)(C)c1ccc(C2SCC(=O)N2CCC(=O)Nc2cccc(F)c2)cc1 (stereo not given) as listed: -1, 1, -2

Additional records:
Molecule,hcGAS lum,NPYLR7 ag,mcGAS lum
CCc1cnc(NCc2cccnc2N2CCN(c3ccccc3OC)CC2)nc1,-1,14,.
O=C(CN1CCN(c2nccs2)CC1)Nc1cccc(Cl)c1Cl,-4,12,-6
Cc1ccc(C)c(Cn2nnc(C(=O)Nc3cccc(C)c3C)c2N)c1,-10,0,-7
Cc1cccc(CN2CCCC(CNS(=O)(=O)c3cccc4cccnc34)C2)n1 (stereo not given),-9,12,.
COc1ccc(-n2c(SCC(=O)O)nc3c([nH]c4ccccc43)c2=O)cc1OC,1,-7,-7
Clc1ccc(-c2nc3cnccn3c2NC2CCCC2)cc1,1,6,.
Cc1nnsc1C(=O)NCCn1ncc2c(N3CCCCC3)ncnc21,-7,3,-9
Cc1cc(C)c(NC(=O)C(C)N2C(=O)c3ccccc3S2(=O)=O)c(C)c1 (stereo not given),-3,11,.
CCOCCCNC(=O)CSc1nc2sc3c(c2c(=O)[nH]1)CCCC3,-8,10,-4
Cc1ccncc1C(=O)N1CCNCC1C(=O)N1CCCC1 (stereo not given),-6,11,-9
COc1cccc(Cc2nc3c(c(N4CCOCC4)n2)CN(S(=O)(=O)c2ccc([N+](=O)[O-])cc2)CC3)c1,2,3,0
O=C(COCc1ccccc1)N1CCN(C2c3ccccc3CCc3ccccc32)CC1,-1,-4,-5
c1cncc(COC2CCN(Cc3ccnc4ccccc34)CC2)c1,-4,11,.
